Assay outcomes deposited in PubChem by several laboratories.
Salmonella PhoP GFP: PhoP-dependent GFP reporter repression – Salmonella Typhimurium, primary screen (AID 1863) | actives 0.16% (n = 300,000) | inhibition, % at 50 µM, or IC50 in µM where a hit was titrated | S. Typhimurium PhoP-regulated promoter GFP reporter, 4 h; higher % means a stronger effect;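 active means inhibition over 29.93%, a cutoff 3 SD above the screen mean, later confirmed by dose response; inconclusive means inhibition over 29.93% but no dose response follow-up; inactive means inhibition at most 29.93% or unconfirmed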;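 further: 0% = low Mg2+ inducing control and 100% = high Mg2+ repressing control; strong numbers were not always called active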
West Nile antiviral: inhibition of WNV-induced cytopathic effect – cell-based, CPE readout (AID 1621); one-dose CPE inhibition, % at 10 µM; IC50 in µM for titrated hits; actives 0.02% (n = 290,000); West Nile virus-infected cells, CPE inhibition; higher % means a stronger effect; in the data active means a potency from the dose series; inconclusive means CPE inhibition mostly from about 3.7% at the one dose, without a potency; inactive means the rest, 99 in 100 with CPE inhibition below about 2.2%; further: strong numbers were not always called active
GPR55 antagonists: GPR55 antagonists blocking LPI-driven arrestin recruitment, primary screen, imaging, U2OS, beta-arrestin-GFP, LPI agonist (AID 2013) | inhibition, % at 10 µM, or IC50 in µM where a hit was titrated | U2OS GPR55 beta-arrestin-GFP translocation imaging, LPI antagonism; higher % means a stronger effect | actives 0.13% (n = 290,000);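 active means spots per cell inhibited over 60%, with over 100 cells counted and total cytoplasm intensity under 500,000; inconclusive means wells with under 100 cells, flagged as likely toxic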;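 further: U2OS cells stably carrying GPR55 and arrestin-GFP stimulated by 5 µM LPI near EC80; imaged beta-arrestin-GFP aggregate spots per cell after agonist stimulation; plate controls were LPI-stimulated DMSO wells for no effect and DMSO wells without LPI for full effect; some results filed as inactive read as strong as hits; confirmed hits need IC50 under 10 µM and bright autofluorescent wells are also inconclusive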
KOR beta-arrestin-1: kappa opioid receptor activators – cell-based, luminescence, uHTS, primary screen (AID 1777); actives 0.02% (n = 280,000); activation, % at 10 µM; hits with a dose series show EC50 in µM; KOR beta-arrestin recruitment, luminescence; higher % means a stronger effect; in the data active means activation above about 50%, passing the limit was not always enough; further: a part of the inactive calls stands beside numbers as strong as those of hits
T cell modulator: T cell immune modulators affecting CD8 T cell-vesicle binding; AID 2052; calls only at 7 µM; actives 0.068% (n = 330,000); 2C CD8+ T cell-vesicle binding, flow cytometry; stronger effect = lower value;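 active means response, share of CD8 T cells binding vesicles, and their 90th percentile fluorescence all below set limits, cut at about 80% in these data, passing the limit was not always enough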
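Assay system – 2C mouse CD8+ T cells · Also added – QL9-loaded Drosophila micro-vesicles · Timing – Cell–vesicle co-incubation 1.5 h at 37 °C, staining 20 min on ice · Signal – flow cytometry of vesicle-bound cells · Measure – percent CD8+ FL2 mean versus row control · Controls – Peptide-free naked vesicles (low) and QL9 vesicles with 0.7% DMSO vehicle (high)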
KOR beta-arrestin-2: kappa opioid receptor blockers – cell-based, luminescence, uHTS (AID 1778); KOR beta-arrestin recruitment, luminescence, antagonist mode; higher % means a stronger effect; inhibition, % at 10 µM, or IC50 in µM where a hit was titrated; actives 0.091% (n = 290,000); in the data active means inhibition above about 50%; further: strong numbers were not always called active
GPR35 arrestin U2OS: inhibition of zaprinast-stimulated GPR35 beta-arrestin translocation – imaging, U2OS, beta-arrestin-GFP, zaprinast agonist, primary screen (AID 2058); U2OS GPR35 beta-arrestin-GFP translocation imaging, zaprinast antagonism; higher % means a stronger effect; one-dose inhibition, % at 10 µM; IC50 in µM for titrated hits; actives 0.052% (n = 290,000);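 active means inhibition of at least 50% with at least 30 cells and total cytoplasm GFP at most 10,000,000; inconclusive means under 30 cells or total GFP of 10,000,000 plus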
NTR1 agonist: agonists of NTR1, primary screen, imaging, U2OS cells, beta-arrestin-GFP, high content (AID 493036) | P30989 | NTR1-U2OS beta-arrestin-GFP spot imaging, agonist mode | actives 0.17% (n = 330,000) | activation, % at 20 µM;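 active means activation at or above 40% of the spot to cytoplasm intensity ratio, with at least 20 cells analyzed; inconclusive means wells under 20 cells, flagged as cytotoxic or low count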;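 further: 0% = DMSO without peptide and 100% = 100 nM NTR1 peptide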
Target sequence (P30989 whole entry, looked up): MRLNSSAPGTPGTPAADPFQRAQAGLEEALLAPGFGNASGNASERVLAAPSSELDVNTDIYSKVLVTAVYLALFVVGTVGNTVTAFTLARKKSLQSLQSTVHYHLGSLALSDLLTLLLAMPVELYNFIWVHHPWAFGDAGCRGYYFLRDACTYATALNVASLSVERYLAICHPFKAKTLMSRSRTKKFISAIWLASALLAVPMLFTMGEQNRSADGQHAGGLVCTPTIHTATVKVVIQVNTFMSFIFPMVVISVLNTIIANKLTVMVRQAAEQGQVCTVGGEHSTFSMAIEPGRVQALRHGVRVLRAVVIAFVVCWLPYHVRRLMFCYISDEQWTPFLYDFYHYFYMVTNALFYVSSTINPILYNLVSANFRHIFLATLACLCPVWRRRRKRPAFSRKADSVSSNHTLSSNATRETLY
GPR55 beta-arrestin: selective activators of receptor GPR55 – imaging, U2OS cells, beta-arrestin-GFP redistribution, primary screen (AID 1961) | U2OS GPR55 beta-arrestin-GFP redistribution imaging; higher % means a stronger effect | activation, % at 10 µM, or EC50 in µM where a hit was titrated | actives 0.048% (n = 290,000);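 active means activation above 40% with more than 50 cells counted in the well; inconclusive means wells holding fewer than 50 cells, flagged as toxic or sparse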;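 further: U2OS osteosarcoma cells stably expressing GPR55 and beta-arrestin-GFP; plate controls were DMSO negative control for no effect and LPI positive control for full effect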
T cell modulator vesicle-bound %: also measured in T cell modulator; calls as there; double positive events, %; measured here: CD8+ vesicle-bound cell fraction;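 binding gate set so that unloaded-vesicle control wells show 10% double positive cells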
NTR1 agonist cell count 20 µM: recorded beside NTR1 agonist, whose call it bears; cell count; measured here: cell count, cytotoxicity flag
* = called active by the depositor; i = inactive; ? = inconclusive; . = no result given; & = joins results of further samples; [ ] = another dose, or the depositor's remark.

smiles	Salmonella PhoP GFP	West Nile antiviral	GPR55 antagonists	KOR beta-arrestin-1	T cell modulator	T cell modulator vesicle-bound %	KOR beta-arrestin-2	GPR35 arrestin U2OS	NTR1 agonist	NTR1 agonist cell count 20 µM	GPR55 beta-arrestin
CSCC[C@H](NC(=O)c1cccs1)C(=O)N1CCC2(CC1)NCCc1[nH]cnc12	-1.1%	-0.6%	5.4%	2.4%	i	28.0	-1.5%	-11.4%	2.0	70	-0.2%
CCn1c(O)c(N=NC(=O)CNC(=O)c2ccccc2F)c2ccccc21	-0.1%	-0.1%	-19.1%	3.0%	i	6.8	4.7%	2.1%	.	.	-0.2%
O=[N+]([O-])c1cccc2ccc(/C=C/c3ccc(C(F)(F)F)cc3)nc12	-8.7%	-0.6%	-1.9%	-0.7%	i	28.6	3.3%	0.0%	9.2	63	-0.1%
Cc1cccc(C(=O)N[C@H](C(=O)OCC(=O)NC2CCS(=O)(=O)C2)C(C)C)c1 (some centres undefined)	-5.6%	0.6%	-26.0%	5.7%	i	46.7	-18.3%	7.0%	1.0	61	-0.3%
CCOC(=O)c1cccc(NC(=O)C2CCN(c3ncnc4c3nc3n4CCCCC3)CC2)c1	5.5%	-0.4%	-17.7%	6.0%	i	22.8	-48.1%	10.0%	3.3	57	-0.1%
CN(/N=C/c1cc(Cl)cc(Cl)c1O)C(=S)NC(C)(C)C	-2.1%	-0.9%	9.5%	-4.5%	i	38.1	-29.1%	5.8%	0.1	60	0.2%
Cc1ccc(Sc2c([N+](=O)[O-])c(=O)n(C)c3ccccc23)cc1	-1.2%	?	3.6%	-4.3%	i	56.1	3.9%[20 µM]	12.1%	66.6*	50*	1.8%
O=C(CSc1nnc(-c2ccccc2)n1-c1ccccc1)N1c2ccccc2Sc2ccccc21	-3.0%	.	1.3%	6.1%	i	0.3	-0.2%	-3.0%	4.2	66	0.3%
Cc1ccc(S(=O)(=O)NNC(=O)c2cccs2)c(C)c1	7.4%	-0.2%	1.6%	0.3%	i	20.8	-16.2%	10.0%	1.2	33	-0.3%
COc1cccc(Nc2nc(N)nc(-c3oc4ccccc4c3C)n2)c1	-0.6%	.	-11.3%	2.1%	i	30.9	-92.8%	8.9%	24.9	46	0.4%
CN(/C=C/C(=C/C=[N+](C)c1ccccc1)OCCCS(=O)(=O)[O-])c1ccccc1	6.0%	0.0%	3.6%	-3.5%	i	49.1	17.6%	-4.1%	-0.9	85	-0.4%
Cc1ccc(C(=O)N/C(=C/c2ccc(Cl)cc2)C(=O)N2CCOCC2)cc1	-2.2%	-1.0%	-4.6%	5.4%	i	16.8	-3.1%	-14.1%	2.2	40	1.0%
CC(C)Oc1ccc(C(=O)NCC(=O)OCC(=O)N(C)Cc2cccs2)cc1	0.8%	0.5%	0.6%	-4.7%	i	46.5	8.1%	-3.0%	1.0	69	-0.2%
Nc1ccc(/C=C/c2ccc3ncccc3c2)cc1	-2.4%	0.2%	-17.5%	2.0%	i	49.1	31.5%	-5.4%	-0.7	50	-0.1%
C/C(=N\Nc1ccc(C(=O)O)cc1)c1ccc(Br)cc1	-2.8%	0.6%	-6.2%	-2.9%	i	56.8	-4.5%	-8.8%	1.9	41	-0.2%
COc1ccc(OC)c(-c2c3cc(O)c(=O)cc-3oc3cc(O)c(O)cc23)c1	-249.8%	-0.4%	13.8%	-4.5%	i	58.8	5.1%	.	.	.	-0.3%
CN1CCC2(CC1)C1CN(C)CC=C1C(C#N)=C(N)C2(C#N)C#N (centres undefined)	-57.6%&2.3%	0.2%	-7.4%&-6.8%	2.5%&-4.0%	i	46.5&56.2	-4.6%&-22.7%	5.1%&5.3%	1.5&-1.9	52&98	0.3%&-0.3%
CCOc1ccc(C(C)=O)cc1CN1C(=O)NC2(CCCCCC2)C1=O	0.9%	-0.6%	-5.2%	0.8%	i	22.1	-29.6%	19.0%	-1.3	60	0.3%
COc1ccc(CC(=O)N/N=C/c2cccs2)cc1OC	-7.2%	-0.5%	7.7%	2.7%	i	37.2	-15.7%	1.5%	0.4	97	-0.1%
N#C/C(=C/c1cccn1-c1cccc(C(=O)O)c1)c1ccc(Cl)cc1	-6.1%	0.4%	2.7%	-0.2%	i	52.4	-64.2%[20 µM]	4.2%	-0.6	43	-0.1%

smiles	Salmonella PhoP GFP	West Nile antiviral	GPR55 antagonists	KOR beta-arrestin-1	T cell modulator	T cell modulator vesicle-bound %	KOR beta-arrestin-2	GPR35 arrestin U2OS	NTR1 agonist	NTR1 agonist cell count 20 µM	GPR55 beta-arrestin
CCNc1nc(SCC(=O)OC)nc(N2CCOCC2)n1	8.3%	0.9%	-4.7%	6.2%	i	20.3	-25.0%	-11.9%	-2.3	73	0.6%
O=C(NCc1ccc2c(c1)OCO2)c1cc2ccccc2oc1=O	3.2%	0.0%	-8.7%	-2.4%	i	34.7	12.4%	-0.9%	-0.2	50	0.3%
C#CCOCCOCCOCCNc1nc(N2CCN(C(=O)[C@H]([C@@H](C)CC)n3cc([C@@H](N)CO)nn3)CC2)nc(N2CCN(C(=O)[C@H](Cc3cc4ccccc4[nH]3)n3cc([C@@H](N)C(C)CC)nn3)CC2)n1 (some centres undefined)	-2.2%	.	0.1%	30.3%	i	15.8	15.9%	-11.9%	-1.5	86	0.1%
Cc1cccc(C)c1NC1=NC2(CCCCC2)N=C(N)N1	-10.0%	0.2%	20.5%	-1.9%	i	29.3	6.4%	12.6%	-0.2	77	-0.1%
COc1ccc(CN2CCC(n3nccc3NC(=O)c3cccc(F)c3)CC2)cc1O	5.3%	-0.7%	5.3%	7.4%	i	29.5	-10.5%	-5.0%	0.8	65	0.4%
COc1cc(C=C2C(=O)OC(c3ccccc3)OC2=O)cc(Br)c1O (centres undefined)	7.3%	0.6%	5.9%	-2.4%	i	31.8	4.9%	-7.3%	-0.4	37	-0.3%
O=C(Nc1cccnc1)C1(F)C(F)(F)C(F)(F)C(F)(F)C(F)(F)C1(F)F	-3.0%	0.5%	-11.4%	1.6%	i	54.8	12.9%	-2.0%	0.3	48	0.2%
O=S(=O)(/N=C(/Nc1ccccn1)c1ccccc1)c1ccc(F)cc1	-8.3%	0.1%	11.8%	1.3%	i	44.0	-7.4%	4.0%	0.7	67	0.1%
COc1cccc(-n2c(COc3ccccc3C)nnc2SCC(=O)O)c1	7.0%	-0.1%	-4.5%	-1.0%	i	8.4	-12.1%	-29.9%	0.7	57	0.6%
O=C(CCCn1c(SCC(=O)c2ccc(Cl)cc2)nc2ccccc2c1=O)NCc1ccco1	11.3%	?	-3.2%	-5.4%	i	30.4	-15.8%	-3.3%	7.8	90	-0.1%
CN(C)c1c(F)cc(C(=O)NC(=O)NCc2cccnc2)cc1F	-6.5%	-1.0%	15.2%	-1.8%	i	20.4	18.4%	5.1%	1.2	79	0.3%
CN1CCN(C(=S)c2ccc(OCC(=O)Nc3cccc(C(F)(F)F)c3)cc2)CC1	2.5%	-0.5%	3.5%	2.0%	i	4.3	11.7%	-3.4%	2.3	32	0.1%
O=C(C1CCCO1)N1CCN(C(=S)NC2CC2)CC1 (centres undefined)	-0.6%	0.1%	6.0%	-2.2%	i	19.1	-2.7%	2.4%	1.0	37	2.1%
CC(C)(C)CN1CCC(Oc2cccc(C(=O)NCCCOc3cccnc3)c2)CC1	-5.4%	-2.1%	17.4%	-1.9%	i	48.4	6.0%	-12.1%	2.9	59	0.2%
COc1cccc(NC(=S)N2CCN(C)CC2)c1	12.2%	0.0%	8.6%	-1.3%	i	52.7	-7.6%	2.1%	0.7	59	-0.1%
O=[N+]([O-])c1ccc(S(=O)(=O)NCC(c2cccnc2)N2CCOCC2)cc1 (centres undefined)	5.3%	0.7%	3.6%	-1.9%	i	56.8	-4.5%	-0.3%	3.8	76	-0.3%
COc1cccc(OC)c1NC(=O)C1CCCN1C(=O)Nc1cccc(Cl)c1 (centres undefined)	-1.4%	1.4%	2.0%	-4.8%	i	18.6	3.3%	-2.4%	2.8	61	0.0%
COc1ccccc1CN1CC(C(=O)N(C)CCc2nc3ccc(F)cc3[nH]2)CCC1=O (centres undefined)	5.6%	-0.6%	8.1%	-2.6%	i	43.9	-20.1%	13.3%	1.0	76	0.1%
COC(=O)C1=C(C)N(Cc2ccccc2)C(=O)N[C@H]1c1ccccc1	0.9%	-0.7%	58.0%	0.5%	i	11.4	-4.2%	14.5%	1.5	87	-0.3%
CC(=O)Nc1cccc(OCc2c(F)cccc2Cl)c1	-3.1%	-0.3%	-8.0%	-6.9%	i	47.6	-5.9%	7.9%	-0.7	23	0.1%

smiles	Salmonella PhoP GFP	West Nile antiviral	GPR55 antagonists	KOR beta-arrestin-1	T cell modulator	T cell modulator vesicle-bound %	KOR beta-arrestin-2	GPR35 arrestin U2OS	NTR1 agonist	NTR1 agonist cell count 20 µM	GPR55 beta-arrestin
COc1ccc(-c2nc(N)ncc2Oc2ccccc2Br)c(O)c1	-4.7%	0.1%	-5.9%	10.1%	i	35.5	-12.5%	15.3%	5.3	51	-0.3%
Cn1c(NC(=O)c2ccccc2)nc2ccccc21	-7.5%	0.1%	7.0%	-1.7%	i	56.7	-44.2%[20 µM]	-11.6%	-0.3	79	-0.2%
CN(C)CCNC(=O)c1ccc2c(c1)NC(=O)c1ccccc1S2	-0.6%	-0.8%	3.6%	-0.6%	i	12.2	2.3%	6.4%	-0.1	55	0.0%
O=C(c1ccc(F)cc1)C1CCN(C(=O)NCc2ccccc2)CC1	7.6%	-0.4%	2.8%	0.6%	i	36.3	8.9%	7.2%	-0.9	89	-0.1%
O=C(O)c1ccc2[nH]c3c(c2c1)CSCC3	-13.9%	0.7%	-6.9%	1.2%	i	50.3	21.4%	-7.0%	-0.7	69	-0.1%
O=[N+]([O-])c1ccccc1S(=O)(=O)N1CCCC(C(F)(F)F)C1 (centres undefined)	2.2%	-0.8%	6.2%	3.3%	i	50.2	-31.0%	10.1%	1.0	68	0.3%
COc1ccccc1NC(=S)NC1CCCCCCCCCCC1	-1.7%	-1.3%	16.9%	5.6%	i	3.4	-15.2%	-3.4%	16.1	37	-0.1%
